# N-glyco inh: increase of ERlucT glycosylation luciferase signal, primary screen, N-linked glycosylation inhibitor project, D54 ERlucT cells, luminescence, set 2. AID 588692, 2011. reporter increase, % at 12.5 µM. 360,000 compounds, 0.23% hits. D54 ERlucT glycosylation luciferase reporter, 24 h; percent of 100 nM tunicamycin response;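 active = mean luciferase reporter signal, scaled so untreated is 0 and the glycosylation-blocking control 100, at or above a set limit in every replicate; inconclusive = mean reaches the limit but not every replicate does; inactive = mean below the limit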;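 also: luciferase carries N-glycosylation sites so blocking glycosylation raises the light; 0% = median of neutral control wells and 100% = median of 100 nM tunicamycin wells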
# Cardio protect: cardioprotection against H2O2-induced cell death, primary screen, uHTS, H9c2 cells, ATPLite luminescence; 360,000 compounds, 0.63% hits; AID 588492, 2011; H9c2 cardiomyocytes, H2O2 injury protection, 2 h; protection from H2O2 cell death, % at 20 µM;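 active = compounds giving at least 50% protection of heart cells from peroxide-induced death in the single-dose screen, raw or plate-pattern-corrected value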;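 also: 0% = DMSO wells with peroxide and 100% = DMSO wells without peroxide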
# MC4R ag barr: MC4R agonists recruiting beta-arrestin, primary screen, cell-based, luminescence, agonist arm of biased-ligand search; Melanocortin receptor 4 (Homo sapiens), P32245; U2OS MC4R beta-arrestin complementation; percent of melanotan II response, DMSO zero; activation, % at 8.9 µM; 360,000 compounds, 0.98% hits; AID 540308, 2011;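 active = activation above a per-plate cutoff, the mean activation of sample wells on that plate plus 3 SD, cut at about 8% in these data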
# Target sequence (P32245 whole entry, looked up): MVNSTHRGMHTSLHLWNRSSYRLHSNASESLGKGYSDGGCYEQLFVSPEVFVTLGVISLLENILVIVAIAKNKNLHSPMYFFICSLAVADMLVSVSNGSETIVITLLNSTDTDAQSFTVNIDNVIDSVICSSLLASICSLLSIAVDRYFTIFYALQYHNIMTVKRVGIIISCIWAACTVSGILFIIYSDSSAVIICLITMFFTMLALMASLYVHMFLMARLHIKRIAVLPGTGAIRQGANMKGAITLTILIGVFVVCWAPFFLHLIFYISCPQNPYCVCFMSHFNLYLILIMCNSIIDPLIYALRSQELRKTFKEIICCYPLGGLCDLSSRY
# ABHD5 PLIN5 PPI: ABHD5-PLIN5 interaction inhibitors, primary screen, cell lysate, split luciferase complementation, luminescence; Perilipin-5 (Homo sapiens) + 1-acylglycerol-3-phosphate O-acyltransferase ABHD5 (Homo …; inhibition, % at 4 µM; 360,000 compounds, 0.78% hits; Split G. princeps luciferase complementation, 4 h;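 active = inhibition above the mean inhibition across every tested compound plus 3 SD, cut at about 22% in these data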;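 also: 0% = DMSO only wells and the 100% control is not disclosed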
# CaV13 ICDI inh: Primary screen for inhibitors of IQ motif and Ca2+-dependent inactivation inhibitor domain binding in CACNA1D, Förster resonance energy transfer in living cells, … | HEK cells, CFP/YFP FRET ICDI-IQ, plate reader, 10 min; percent FRET-ratio fall versus neutral wells | inhibition, % at 12.3 µM | 340,000 compounds, 0.098% hits;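 active = mean replicate inhibition of at least 30% and at least 1% of replicates passing that level; inconclusive = only one of the two criteria is met; inactive = neither criterion is met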;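 also: 0% = median of the neutral control wells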
# MC4R antagonist: MC4R antagonists of cAMP signaling, primary screen, cell-based, TR-FRET, antagonist arm of biased-ligand search; Melanocortin receptor 4 (Homo sapiens), P32245; MC4R-expressing cells, MTII-stimulated cAMP, LANCE TR-FRET; inhibition, % at 6.5 µM; 360,000 compounds, 0.48% hits; AID 540295, 2011;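 active = inhibition above its plate's cutoff, the mean of tested wells on that plate plus 3 SD, cut at about 29% in these data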;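 also: 0% = Melanotan II alone and 100% = Melanotan II plus saturating MCL0020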
#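 System: U2OS cells stably expressing human melanocortin 4 receptor (MC4R). Reagent: Melanotan II challenge after compound preincubation. Doses: 6.5 µM. Times: 30-min compound, 1-h challenge, 1-h detection, room temperature. Measured by: TR-FRET with Eu-cAMP and labeled anti-cAMP, 671 nm. Replicates: singlicate.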
# ABCB6 inh 2: ABCB6 transporter inhibitors, primary screen, K562-ABCB6 cells, flow cytometry, MLPCN library. ATP-binding cassette sub-family B member 6 (Homo sapiens), Q9NP58. K562-ABCB6 porphyrin accumulation, 1 h; hits give low values. fluorescence ratio to DMSO, % at 10 µM. 360,000 compounds, 0.19% hits. AID 602162, 2011;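 active = fluorescence ratio to DMSO below 75%, the collection mean minus 3 SD; inconclusive = too few cells collected in the well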;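 also: signal is porphyrin accumulated inside mitochondria; 100% equals median channel fluorescence of DMSO control wells; lower ratio means ABCB6 inhibition with less porphyrin fluorescence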
# PDI inh: inhibitors of human PDI, primary screen, biochemical, turbidity, single point, plate reader. 350,000 compounds, 0.052% hits. Protein disulfide-isomerase (Homo sapiens), P07237. PDI insulin aggregation turbidity, A650, 90 min. inhibition, % at 10 µM;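 active = mean inhibition across replicates of 30% or more, whatever share of single replicates reach that level; inconclusive = mean inhibition below 30% while every single replicate reaches 30%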;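 also: absorbance from insulin aggregation driven by PDI reduction with DTT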
# Target sequence (P07237 whole entry, looked up): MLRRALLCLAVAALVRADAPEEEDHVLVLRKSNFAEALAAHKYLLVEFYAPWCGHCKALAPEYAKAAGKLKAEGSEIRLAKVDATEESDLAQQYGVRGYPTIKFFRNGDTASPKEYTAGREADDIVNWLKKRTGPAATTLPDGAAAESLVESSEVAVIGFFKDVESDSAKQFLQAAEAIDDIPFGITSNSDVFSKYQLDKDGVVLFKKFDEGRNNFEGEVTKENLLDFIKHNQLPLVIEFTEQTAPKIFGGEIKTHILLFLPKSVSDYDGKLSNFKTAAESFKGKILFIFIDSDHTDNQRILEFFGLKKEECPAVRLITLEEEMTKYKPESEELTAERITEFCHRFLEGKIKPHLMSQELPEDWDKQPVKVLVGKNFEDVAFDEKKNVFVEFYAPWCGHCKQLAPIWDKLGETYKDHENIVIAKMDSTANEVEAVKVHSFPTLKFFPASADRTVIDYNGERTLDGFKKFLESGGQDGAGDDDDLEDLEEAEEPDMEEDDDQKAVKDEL
# m5-HT2A agonist: mouse Htr2a agonists via beta-arrestin recruitment, primary screen, cell-based, luminescence; activation, % at 7.6 µM; 5-hydroxytryptamine receptor 2A (Mus musculus), P35363; AID 624169, 2012; CHO-K1 mHTR2A beta-arrestin complementation; percent of 30 µM serotonin response; 360,000 compounds, 0.66% hits;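 active = activation above a run cutoff, the mean activation of all tested compounds plus 3 SD, cut at about 14% in these data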;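 also: 0% = plate median of compound wells and 100% = 30 µM serotonin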
# Granule exo inh: LAMP-1 surface exposure blockers, TALL-104 cells – cell-based, flow cytometry, MLPCN library, primary screen; TALL-104 LAMP-1 surface exposure; cells stimulated with thapsigargin and PMA; inhibition, % at 10 µM; 360,000 compounds, 0.66% hits; AID 651702, 2012;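 active = inhibition above about 55%, limit read from the data; inconclusive = no clear call, values can overlap the other calls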
# * hit, by the source's call; ? = inconclusive; . = no result given.
SMILES,N-glyco inh,Cardio protect,MC4R ag barr,ABHD5 PLIN5 PPI,CaV13 ICDI inh,MC4R antagonist,ABCB6 inh 2,PDI inh,m5-HT2A agonist,Granule exo inh
O=C(Cn1cnc2c(nnn2-c2ccccc2)c1=O)N1CCOCC1,-1.5,12.6,0.0,1.5,-3.1,2.6,100.0,.,-1.0,0.7
CCc1c(C)[nH]c2ccc(C)cc2c1=O,-1.1,-6.9,-1.7,-0.4,-4.5,-6.2,96.0,4.3,-3.8,4.3
COc1ccccc1CNC(=O)c1cc2ccccc2oc1=O,-3.0,4.1,-4.2,-6.0,.,-1.4,95.0,4.8,4.8,-1.7
NNC(=O)c1oc2nc(-c3ccco3)cc(-c3ccco3)c2c1N,?,33.2,-1.1,-9.3,-6.3,4.0,115.0,7.2,4.2,29.9
COc1ccc(N(CC(=O)Nc2cccnc2)S(=O)(=O)c2ccccc2)cc1OC,-1.1,1.5,0.6,3.1,-3.4,6.2,100.0,8.6,-10.7,-2.5
CCOC(=O)c1c(NC(=O)CN(CC)CC)sc2c1CCN(C(=O)OCC)C2,-6.4,-5.9,0.1,8.8,-7.1,17.4,97.0,-11.8,-7.7,-0.5
O=C(NC1CCCCC1)C(c1ccc(F)cc1)N(C(=O)c1cccs1)c1ccc2c(c1)OCO2 (configuration not stated),-2.4,-1.4,-1.7,-5.5,-6.9,3.1,98.0,3.7,-3.7,-1.8
COc1ccccc1S(=O)(=O)CC(O)COc1ccc(F)cc1Cl (configuration not stated),0.9,-8.4,0.3,4.6,3.1,-0.5,96.0,-14.0,-3.3,0.1
CCOc1ccc(NC(=O)NCc2cccnc2)cc1,1.8,4.3,-2.1,-2.2,-6.4,20.1,102.0,-4.6,12.9,1.8
C/C(=N\NC(N)=S)c1ccc(Cl)s1,0.2,-0.2,-3.0,-10.3,-5.4,-2.6,99.0,0.4,-4.0,-3.9
Cn1c(CN2CCCCC2)nc2cc(NS(=O)(=O)c3ccc(F)cc3)ccc21,-0.3,0.7,1.5,6.2,-1.8,-4.8,102.0,-3.9,-0.6,0.2
Cc1ccc(NC(=O)COC(=O)c2cc(Cl)cc(Cl)c2)c(Br)c1,0.9,-9.8,0.5,6.9,-14.1,1.0,95.0,1.2,2.5,-0.9
CCOC(=O)N1CCC(=NNc2ccc(S(=O)(=O)N3CCOCC3)cc2[N+](=O)[O-])CC1,4.3,-0.1,-1.9,7.7,-4.0,9.6,95.0,1.5,5.2,-1.4
Cc1cc(=O)oc2cc(OCC(=O)NCc3ccccn3)ccc12,1.3,1.3,0.4,2.6,.,7.0,110.0,3.6,6.1,1.9
Cc1nn(C(C)(C)C)c(NC(=O)c2ccc(Cl)cc2)c1Br,2.3,-5.3,-0.9,-0.3,-1.7,-1.2,100.0,-2.3,0.2,-3.9
O=C(O)COc1ccc(NC(=O)c2cccs2)cc1,1.3,-4.9,-1.5,-1.5,-8.7,-3.0,95.0,-3.4,0.8,-3.8
CCCS(=O)(=O)NC(=O)C1(C)CCN(C(=O)c2snnc2C)C1 (configuration not stated),1.2,3.2,-0.6,0.1,-4.4,5.0,99.0,3.4,0.5,2.3
CCCCNC(=O)C(NS(=O)(=O)c1cccc2nsnc12)c1ccccc1 (configuration not stated),4.8,1.7,-2.2,-5.7,-4.8,8.6,96.0,0.5,1.1,-3.4
CN(C)CCN1C(=O)c2ccccc2C1=O,-0.7,-1.2,-1.0,8.6,-5.3,3.7,101.0,-7.5,-1.1,7.9
O=C(NCc1nc2ccccc2[nH]1)C1=C[C@@H](c2csc3ccccc23)C[C@@H](OCc2ccc(CO)cc2)O1,3.2,14.2,0.0,2.9,-4.8,17.4,96.0,6.4,-3.4,-2.6
O=c1c2ccccc2n2nnnc2n1-c1ccccc1,3.4,9.5,-0.7,3.7,-5.4,6.3,96.0,19.0,-0.8,-0.7
CCOC(=O)C[C@H]1c2cc(F)ccc2S(=O)(=O)N1C(C)C,0.1,4.8,-1.8,-8.2,-5.8,7.9,102.0,-0.4,-0.1,11.6
CC(=O)Nc1ccc(OCC(O)Cn2ccnc2C)cc1 (configuration not stated),2.8,-1.1,-0.5,0.9,-6.4,5.4,101.0,-2.1,0.5,-1.3
C[C@H](CO)N1C[C@H](C)[C@@H](CN(C)Cc2ccccc2)OCc2cnnn2CCCC1=O,-0.7,22.6,-0.8,-0.9,-5.0,0.4,98.0,-12.5,6.5,-0.8
CC(C)c1ccc(CC(=O)N2CCC2(C)C(=O)NS(=O)(=O)c2cccc(C#N)c2)cc1 (configuration not stated),1.4,2.1,-1.4,-0.5,-12.2,8.5,95.0,13.2,4.2,-0.4
SMILES,N-glyco inh,Cardio protect,MC4R ag barr,ABHD5 PLIN5 PPI,CaV13 ICDI inh,MC4R antagonist,ABCB6 inh 2,PDI inh,m5-HT2A agonist,Granule exo inh
C/C(=N\Nc1ncc(Cl)cc1Cl)c1ccc(N2CCOCC2)cc1,0.5,15.3,-3.5,-1.5,-18.4,-6.7,101.0,2.3,0.8,-2.1
Cn1nc(-c2ccccc2)c(CSc2ccccc2)c1Cl,0.7,6.3,0.6,0.8,-4.6,5.1,105.0,11.8,-3.1,6.4
CC(C)N(CCNC(=O)C1CCCN(c2ncnc3c2nc2n3CCCCC2)C1)Cc1ccccc1 (configuration not stated),3.5,2.6,-0.6,-2.1,-3.8,8.1,94.0,-2.3,4.7,5.7
O=C(NCCN1CCOCC1)C1CCC(=O)N1Cc1ccc(F)cc1 (configuration not stated),1.9,1.2,-1.3,3.2,-7.7,4.1,99.0,5.0,2.9,-1.8
O=C(NCc1ccco1)C1CC(=O)N(c2cccc(Cl)c2)C1 (configuration not stated),-0.5,0.1,-0.3,-2.7,-2.8,0.1,96.0,7.7,-1.1,-7.0
COc1cccc(NC(=O)CCSc2nnc3scc(-c4ccccc4)n23)c1,1.4,5.8,-4.0,-3.0,-0.7,7.8,78.0,12.1,-2.3,3.8
Cc1nc(SC(C)C(=O)c2c(N)n(C)c(=O)n(C)c2=O)c2c(C)c(C)sc2n1 (configuration not stated),6.6,13.9,-0.9,-0.8,-6.8,6.2,96.0,3.7,-8.2,-0.9
COc1ccc(CNC(=O)COC(=O)CCC(=O)c2cccs2)cc1,-0.2,0.6,-2.7,-6.7,-6.6,-1.1,100.0,1.0,-3.7,-1.8
COc1ccc(NC(=O)C2Cc3c(-c4cccc(C(C)=O)c4)ccnc3O2)cn1 (configuration not stated),?,17.3,-1.5,7.4,-9.9,-21.6,92.0,-8.3,1.2,5.2
COc1ccc(NC(=O)C2CCC2)cc1S(=O)(=O)N1CCOCC1,0.0,0.6,-0.2,-0.2,-17.9,1.1,98.0,-2.3,-2.3,12.7
COc1ccc(-c2c3c(nc4sc5c(=O)[nH]c(C)nc5c24)CCC3)cc1,4.8,-3.9,-0.8,2.2,0.0,-56.6,104.0,-15.3,2.3,2.0
COC(=O)CCSc1nc(N2CCOCC2)c2c(c1C#N)CC(C)(C)OC2,2.5,23.0,0.3,5.8,-2.6,2.9,92.0,-4.2,2.6,3.5
O=C(CN1C(=O)/C(=C\c2ccccc2F)SC1=S)Nc1nc2ccccc2s1,1.6,-2.9,0.8,-10.8,-3.4,21.8,98.0,1.6,-1.7,-1.5
CSc1nc2ccc(S(=O)(=O)NC3CCCCC3)cc2s1,-5.4,-20.5,5.4,5.4,.,3.6,108.0,4.6,-2.0,0.0
CC(=O)c1c(C)oc2c1C(=O)c1ccccc1C2=O,-5.1,-7.3,0.1,-3.3,-16.5,-15.6,105.0,-12.1,1.5,2.2
CCc1c(C)nc2c(Br)cccc2c1SCCC#N,-5.3,-3.1,-0.2,0.9,-3.4,7.9,94.0,-0.9,-5.3,-2.1
Cc1cc2c(c(=O)n1CCN(C)C)C(c1ccccc1Br)C(C#N)=C(N)O2 (configuration not stated),1.2,19.8,-0.1,0.9,.,11.2,114.0,6.1,0.3,-0.4
Cc1sc(NC(=O)C2=COCCO2)nc1-c1ccc(F)cc1,2.1,-13.4,-0.6,2.5,-5.4,1.8,100.0,-0.4,0.4,-0.3
COCCCNC(=O)c1ccc(-c2csc(C)n2)cc1,0.8,-5.0,1.9,11.8,-2.9,-2.3,93.0,-6.3,-0.5,-3.8
O=C(CCCc1nc(-c2ccccc2)no1)NCc1cccnc1,-2.1,0.9,0.4,-3.1,-5.7,-2.1,90.0,-2.4,-1.4,0.5
Cc1cc(NS(=O)(=O)c2ccc(NC(=O)C(F)(F)F)cc2)nc(C)n1,5.2,4.2,0.5,0.4,-1.7,1.5,99.0,-3.0,4.5,3.2
O=C1CSC(=S)N1/N=C/c1ccc(C(F)(F)F)cc1,-0.2,-1.7,-2.5,-12.2,-1.8,6.1,103.0,-2.5,-1.8,-5.7
CCN1C(=S)N[C@@H](c2cccc(F)c2)C(C(=O)OC)=C1C,2.2,12.1,-1.8,-3.8,-3.4,1.0,103.0,-3.0,-1.9,-1.3
Cc1ccc(C)c(OCC(O)CN2C(C)CCCC2C)c1 (configuration not stated),2.1,10.8,-0.5,-0.7,-4.3,21.2,161.0,8.1,1.2,-0.5
Oc1ccccc1-c1cc(-c2ccco2)[nH]n1,-0.1,-5.8,0.1,27.1*,-4.0,2.9,98.0,2.1,-1.1,5.3
CCCn1cc(CN2CCC(n3nccc3NC(=O)C(OC)c3ccccc3)CC2)c(C)n1 (configuration not stated),2.3,0.1,-1.5,-14.6,-3.6,2.5,98.0,-3.4,7.5,4.3
CCC(NC(=S)NCc1ccccc1)C(=O)O (configuration not stated),-1.3,4.6,1.6,2.6,-4.9,9.1,99.0,-1.4,-1.1,-0.8
O=C1CN(S(=O)(=O)c2ccccc2Cl)CCN1,0.0,1.9,-2.2,3.5,-3.4,2.7,97.0,1.1,-2.4,-1.5
CSc1ncccc1C(=O)Nc1ccc(S(=O)(=O)NC2=NCCCCC2)cc1,0.9,-4.8,-0.1,-2.5,-3.1,-2.1,96.0,-3.0,-2.2,2.2
CCS(=O)(=O)N1CCC(C(=O)O)CC1,4.2,-2.9,-2.3,3.0,-4.9,6.2,101.0,-13.4,-0.5,0.3

# From PubChem
